# Screening data from PubChem BioAssay.
# BAP1 inh = inhibitors of BAP1 deubiquitinase, primary screen, biochemical, Ub-AMC fluorescence, kinetic. Ubiquitin carboxyl-terminal hydrolase BAP1 (Homo sapiens), Q92560. recombinant BAP1, Ub-AMC hydrolysis fluorescence kinetic; stronger effect = lower value. activity remaining (% of control), % at 20 µM. 72,000 tested, 0.48% active. AID 436, 2006;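 active = activity remaining at or below 50% of control, provided the compound also passes the data quality filters; inactive = the rest, including low values that fail the filters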;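 also: 100% = DMSO wells rate and 0% = substrate alone blank rate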
# HePTP inhibitor = inhibitors of human HePTP phosphatase, primary screen, biochemical, absorbance, leukemia target; Tyrosine-protein phosphatase non-receptor type 7 (Homo sapiens), P35236; recombinant HePTP phosphatase activity, OD absorbance; inhibition, % at 20 µM; 110,000 tested, 0.64% active; in the data active = inhibition above about 50%; inconclusive = no clear call, values can overlap the other calls;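 also: plate controls were vehicle for no effect and reference inhibitor for full effect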
# Target sequence (P35236 whole entry, looked up): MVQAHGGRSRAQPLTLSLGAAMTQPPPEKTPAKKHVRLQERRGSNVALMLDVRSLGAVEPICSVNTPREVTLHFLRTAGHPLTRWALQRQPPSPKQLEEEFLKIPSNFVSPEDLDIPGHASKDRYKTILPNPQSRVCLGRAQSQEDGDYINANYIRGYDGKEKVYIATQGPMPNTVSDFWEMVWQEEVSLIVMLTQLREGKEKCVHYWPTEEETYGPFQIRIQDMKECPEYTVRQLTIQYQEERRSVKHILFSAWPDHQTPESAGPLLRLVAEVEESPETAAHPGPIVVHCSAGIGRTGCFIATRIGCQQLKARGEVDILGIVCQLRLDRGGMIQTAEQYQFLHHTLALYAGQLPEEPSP
# Active calls of the source: *; u = inconclusive; x = no result given; & = joins results of further samples.
compound	BAP1 inh	HePTP inhibitor
COc1cccc(-c2nnc3sc(-c4ccccc4)nn23)c1	129.9	6.4
C=CCNS(=O)(=O)c1ccc(N2C(=O)c3ccccc3C2=O)cc1	x	7.5
CC(C)Cn1c(SCC(=O)NC(=O)NC2CCCC2)nc2ccccc21	90.5	12.8
CCC(Oc1ccccc1)C(=O)N1CCN(c2ccccc2)CC1 (stereo not drawn)	x	8.6
CC1CCc2nc(N)c(C#N)c(-c3cccnc3)c2C1 (stereo not drawn)	x	0.6
CN(Cc1ccccc1)Cc1c(F)cccc1F	96.6	11.1
CS(=O)(=O)N(CC(=O)N1CCOCC1)c1ccc2c3c(cccc13)CC2	127.2	-3.9
O=C1CC(N2CCC(Cc3ccccc3)CC2)C(=O)N1Cc1ccc(Cl)cc1 (stereo not drawn)	x	-9.5
CCc1ccc(N(CC(=O)NC2CCCCC2)S(=O)(=O)c2c(C)noc2C)cc1	93.2	7.4
O=C(Cc1ccc(Cl)cc1)N1CCN(c2ccc([N+](=O)[O-])cc2)CC1	231.5	x
COc1ccc(OC)c(NC(=O)CSc2nnc(CNC(=O)COc3ccc(Cl)cc3)o2)c1	106.2	-5.8
CSc1nnc2c(n1)OC(C)=Nc1ccccc1-2	81.1	9.0
COc1ccc(OC)c(/C=N\NC(=O)c2c(C)nc3cc(C)ccn23)c1	x	5.1
COC(=O)c1ccc(NC(=O)CNC(=O)C2CCCCC2)cc1	89.6	-5.7
O=C1NC(c2ccccc2)(C(F)(F)F)C(=O)N1Cc1cccnc1 (stereo not drawn)	156.2	10.4
O=C(CN1CCCCC1)Nc1cccc(Cl)c1Cl	111.3	-0.5
Cc1cccc(C)c1NC(=O)COc1ccc2ccccc2c1	x	9.2
COC(=O)c1sc(NC(C)=O)c(C(=O)OC)c1C	139.7&110.8	2.0
COc1ccc(OC)c2c1sc(=NC(=O)C(C)(C)C)n2C	69.4	8.9
O=C(CN1CCN(c2ccccc2)CC1)Nc1ccc(-n2cnnn2)cc1	113.0	-2.3
COc1ccc(-c2nc(=S)c3c(n2CCO)CCCC3)cc1	x	4.5
Cc1ccc(-c2cc(C(=O)N3CCC(C)CC3)c3ccccc3n2)cc1C	65.1	x
CCN=c1scc(-c2ccc3c(c2)NC(=O)CO3)n1N=C1CCCC1	85.6	-5.1
CC(C)(C)C(=O)Nc1sc2c(c1C(=O)Nc1ccccc1)CCCCC2	x	2.9
CC(=O)Oc1cc2sc3ccccc3[nH]c2c2c(=O)c3ccccc3c(=O)c12	73.2	x
COc1ccccc1NC(=O)CSc1nc(C)cc(C)n1	x	-13.3
Cc1cc(Cl)ccc1OC(C)C(=O)NCc1cccnc1 (stereo not drawn)	x	3.0
O=C(O)c1ccc(-n2c(/C=C\c3ccccc3)nc3ccccc3c2=O)cc1	x	-14.2
C=CCSc1nc2c(c(=O)[nH]1)C(C(C)C)C(C#N)=C(N)O2 (stereo not drawn)	92.4	-0.1
CCCc1nc(NCc2ccco2)c(C#N)c2c1COC(C)(C)C2	x	1.8
O=C(CSc1nc(-c2ccccc2)cc(=O)[nH]1)NCc1ccc2c(c1)OCO2	94.3	-12.8
COc1ccc(N2CC(C(=O)NCCc3ccc(OC)c(OC)c3)CC2=O)cc1 (stereo not drawn)	98.2	-3.9
Cc1ccc(OCc2nnc(SCC(=O)NC3CCCCC3)n2C)cc1	110.0	6.0
COc1ccc(NC(=O)COc2cccc(C)c2C)c([N+](=O)[O-])c1	x	2.0
Cc1ccc(S(=O)(=O)/N=C(/Nc2nc(C)cc(C)n2)N2CCOCC2)cc1	96.2	8.2
CCOC(=O)C1=C(C)N=c2s/c(=C\c3ccc(I)cc3)c(=O)n2C1c1ccc(OC)c(OC)c1 (stereo not drawn)	x	5.0
COc1ccc(-c2ccc(-c3noc(C(C)C)n3)c(OC)n2)cc1	x	8.1
O=C(NCCCCNC(=O)c1cccnc1)c1cccnc1	77.0	1.8
CCc1cc(=O)oc2cc(OCC(=O)c3ccc(Cl)cc3)ccc12	x	-4.4
CCCNS(=O)(=O)c1ccc(OCC(=O)NCc2ccco2)cc1	89.3	-9.3
Cc1sc2nc(-c3ccc(C(C)(C)C)cc3)oc(=O)c2c1C	x	9.0
CC1CCc2c(nc3ccccc3c2C(=O)O)C1 (stereo not drawn)	x	1.7
O=C(C1=C(O)C(=O)N(CCc2ccccc2)C1c1cccnc1)c1ccco1 (stereo not drawn)	x	9.1
O=C1CSC(c2ccccn2)N1c1ccccc1 (stereo not drawn)	96.8	-3.7
CC1Cn2c(nc3sc4c(c3c2=O)CCC4)N1CCO (stereo not drawn)	86.0	1.2
O=S(=O)(c1cccs1)N1CCc2ccccc2C1	98.4&126.8	2.3&-5.1
CCn1c(SCc2ccc(C(=O)OC)o2)nc2sc3c(c2c1=O)CCCC3	x	10.3
COc1ccc(C(CC(=O)O)NC(=O)Cc2ccccc2)cc1 (stereo not drawn)	89.7	10.2
COC(=O)c1sccc1NS(=O)(=O)c1cc(Cl)ccc1Cl	x	-8.6
COc1ccc(OC)c(NC2OC(=O)c3c2ccc(OC)c3OC)c1 (stereo not drawn)	105.2	x

# The list continues:
compound	BAP1 inh	HePTP inhibitor
C=C(C)Cn1c(NCCC)nc2c1c(=O)n(C)c(=O)n2C	94.6	5.2
COc1ccc(NC(=O)c2cc3ccccc3o2)c(OC)c1	56.7	x
COc1ccccc1NC(=O)CSC1CC(=O)N(c2ccc3c(c2)OCO3)C1=O (stereo not drawn)	106.4	14.7
COc1ccc(CCNC(=O)c2cc(Cl)ccc2OC)cc1	x	1.6
CCC(C)(C)n1nnnc1C(C(C)C)N1CCN(C)CC1 (stereo not drawn)	99.3	10.8
COc1cccc(/C=C/c2cc(C(F)(F)F)[nH]c(=O)n2)c1OC	x	-3.2
COC(=O)c1c(NC(=O)/C=C/c2cccc([N+](=O)[O-])c2)sc2c1CCCC2	x	-15.5
Cc1cc(C)nc(N2C(=O)CC(C(=O)O)NC2=NCCc2c[nH]c3ccccc23)n1 (stereo not drawn)	99.1	9.1
COc1nc(Oc2ccc(=O)n(C)n2)nc(N(C)C)n1	99.0	0.2
Fc1ccc(Nc2nc(N3CCOCC3)c3ccccc3n2)cc1	x	3.3
O=C(Nc1ccc2c(c1)OCO2)NC1CCN(Cc2ccccc2)CC1	136.9	x
Brc1ccc(-c2nnc(-c3ccco3)o2)cc1	92.5	-2.2
CC(=O)N1CCN(c2ccc(NC(=O)c3ccccc3Br)cc2)CC1	x	-6.1
CC(C)(C)C1CCc2onc(C(=O)NCc3ccc(F)cc3)c2C1 (stereo not drawn)	108.6	6.3
Cc1ccc(-n2c(C)cc(/C=N/NC(N)=S)c2C)cc1	x	-1.7
CN(C)C(=O)C(=O)c1c[nH]c2ccccc12	x	11.3
COc1ccc(OC)c(C2/C(=C(\O)c3ccccc3)C(=O)C(=O)N2CCN(C)C)c1 (stereo not drawn)	x	-13.6
CCOC(=O)C1CCCN(C(=O)Cn2nc(CC)n3c(cc4sccc43)c2=O)C1 (stereo not drawn)	103.0	7.5
N#Cc1c(NC(=O)CN2CCCCC2)sc2c1CCC2	104.2	3.2
O=C(CSc1nnc(COc2ccccc2)n1Cc1ccco1)Nc1ccc2c(c1)OCCO2	102.6	7.0
Cn1c(O)c(C(N)=NC(=O)c2ccccc2)c(=O)n(C)c1=O	x	7.1
O=C(NC(c1ccccc1)c1ccccc1)C(c1ccc(Cl)cc1)N1CCOCC1 (stereo not drawn)	79.7	x
CCCCOC(=O)c1ccc(N2C(=O)CC(N3CCN(C/C=C/c4ccccc4)CC3)C2=O)cc1 (stereo not drawn)	99.7	6.2
CN(Cc1cnc2nc(N)nc(N)c2n1)c1ccc(C(=O)N[C@@H](CCC(=O)O)C(=O)O)cc1	89.7	x
COc1nc(NCc2cccnc2)nc(OC)n1	101.3	4.7
N#Cc1c(N)sc(=S)c2c1CCN(Cc1ccccc1)C2	101.8	u
COc1cc(OC)c(S(=O)(=O)NCc2ccco2)cc1S(=O)(=O)NCc1ccco1	144.7	6.9
Cc1ccc(NC(=S)NC(=O)c2ccco2)cc1C	x	-6.9
N#Cc1cc2nc(O)c(O)nc2cc1[N+](=O)[O-]	89.7	x
COc1ccccc1N1C(=O)NC(=O)C(=Cc2cc(OC)c(O)c([N+](=O)[O-])c2)C1=O	x	-2.5
O=C(COC(=O)CCNS(=O)(=O)c1ccc2c(c1)OCCO2)NC1CCCc2ccccc21 (stereo not drawn)	107.3	3.6
COc1ccc(-c2nn(C)c(=O)c3ccccc23)cc1NC(=O)Cn1nc(C)c2ccccc2c1=O	12.4*	-5.5
CCOC(=O)c1ccc(Nc2cc(C)nc(N3CCOCC3)n2)cc1	78.2	-13.3
O=C(COC(=O)c1ccccn1)Nc1cccc(Cl)c1Cl	88.3	7.3
Cc1ccc(C(=O)N/C(=C\c2cccc(Oc3ccccc3)c2)C(=O)NCc2ccncc2)cc1	x	2.9
Cc1ccc(NC(=O)CCC(=O)O)c(C)c1	x	9.4
CCOc1cc(S(=O)(=O)NCc2cccs2)ccc1Cl	79.3	8.8
Cc1nc(-c2ccccc2)sc1C(=O)Nc1ccc2c3c(cccc13)CC2	x	-13.0
c1ccc(CCn2nnnc2CN2CCCc3ccccc32)cc1	101.9	12.5
CCOc1ccc2[nH]c(=O)c(CN(Cc3nnnn3Cc3ccco3)C3CCCCC3)cc2c1	x	-3.8
O=C(O)c1nn2c(c1Cl)NC(c1ccccc1)CC2C(F)(F)F (stereo not drawn)	x	-4.5
CCOC(=O)COc1ccc(S(=O)(=O)N2CCN(C(=O)OCC)CC2)cc1	103.1	5.3
CC(C)OC(=O)c1ccc(NC(=O)c2cncc(Br)c2)cc1	x	1.4
CCCCCOC(=O)CSc1nnc(-c2ccccc2)c(=O)[nH]1	92.3	-5.1
COc1ccc(CCNC(=O)c2cc3c(=O)n4cccc(C)c4nc3n(Cc3ccncc3)c2=N)cc1	112.8	4.9
O=C(N/N=C/c1ccccn1)c1ccc([N+](=O)[O-])cc1Cl	x	-8.8
Cc1cc(NC(=O)c2cc(-c3ccccc3)nc3ccccc23)no1	x	-1.5
O=C(COc1ccc2ccccc2c1)Nc1cccc(I)c1	x	-11.9
Nc1nc(NC(=O)c2ccco2)nn1-c1ccccc1	99.8	1.2
CCOC(=O)Nc1ccc2c(c1)N(C(=O)CCN1CCOCC1)c1ccccc1S2=O (stereo not drawn)	101.0	2.3

# The listing continues.
compound	BAP1 inh	HePTP inhibitor
O=C(NC(Nc1ccccc1)C(=O)c1cccs1)c1ccccc1 (stereo not drawn)	x	-14.1
O=S(=O)(Nc1ccc(F)c(Cl)c1)c1ccccc1Cl	x	-1.8
CCOC(=O)c1c(NC(=O)c2ccc(C)o2)sc2c1CCC(C)C2 (stereo not drawn)	x	1.2
CN(C1CCCCC1)S(=O)(=O)c1ccc(NC(=O)c2ccc(Br)o2)cc1	76.6	10.0
CCOc1ccccc1C(=O)N/N=C/c1cn(-c2ccccc2)nc1-c1ccc(OC)cc1	x	-3.7
CCC(=O)N1c2ccccc2NC2=C(C(=O)CCC2)C1c1cccnc1 (stereo not drawn)	79.8	2.2
c1c(C2CCCCC2)n[nH]c1CN1CCCCC1	94.6	-3.2
O=C(Nc1c(F)cc(F)cc1Br)C1CCCO1 (stereo not drawn)	113.5	0.4
CC(C)CNC(=O)c1cc(-c2cccs2)nc2ccccc12	x	3.8
COC(=O)C1=C(C)N=C2SC(C)C(=O)N2C1c1cccs1 (stereo not drawn)	82.0	6.4
O=C(O)C1=CNC=C(C(=O)O)C1c1ccc(O)cc1	x	0.0
O=C(NCCc1c[nH]c2ccccc12)c1ccc(-n2cnnn2)cc1	127.8	4.8
O=C(c1cc2ncc(Br)cn2n1)N1CCN(C(=O)c2ccco2)CC1	59.8	-0.5
O=C(CN1C(=O)COc2ccccc21)N1CCCc2ccccc21	93.5	8.7
O=C1c2ccccc2C(=O)N1n1cnnc1	x	9.6
COC(=O)c1c(C)nn(-c2ccccc2)c1N	101.4	0.5
CC(=O)c1ccc(NC(=O)c2ccc(-c3ccc([N+](=O)[O-])cc3)o2)cc1	x	15.8
COc1ccc(-c2[nH]nc3c2C(c2ccncc2)C(C#N)=C(N)O3)cc1 (stereo not drawn)	94.0	2.5
CC1=C(C(=O)OCC2CCCO2)C(c2ccc(C)o2)C2=C(CC(c3ccc(F)cc3)CC2=O)N1 (stereo not drawn)	124.2	1.5
CC(=C1C(=O)c2ccccc2C1=O)N1CCN(c2ccc([N+](=O)[O-])cc2)CC1	x	7.3
Cc1nccn1S(=O)(=O)c1ccc(Br)cc1Br	110.8	5.8
Nc1nnc(-c2cn(-c3ccccc3)nc2-c2ccccc2)o1	126.5	-10.2
CSc1nc(NC(C)(C)C)nc(N2CCOCC2)n1	100.2	7.5
Cc1ccccc1OCC(=O)Nc1ccc2c(c1)COC2=O	105.4	4.8
COc1ccccc1C(=O)N1CCN(C(=O)c2ccc([N+](=O)[O-])cc2)CC1	x	8.0

# A run of entries of the results above, as a working copy:
compound	BAP1 inh	HePTP inhibitor
CCOc1ccccc1C(=O)N/N=C/c1cn(-c2ccccc2)nc1-c1ccc(OC)cc1	x	-3.7
CCC(=O)N1c2ccccc2NC2=C(C(=O)CCC2)C1c1cccnc1 (stereo not drawn)	79.8	2.2
c1c(C2CCCCC2)n[nH]c1CN1CCCCC1	94.6	-3.2
